# TbREL1 inh = TbREL1 RNA ligase inhibitors, primary screen, biochemical, FRET fluorescence. RNA-editing ligase 1, mitochondrial (Trypanosoma brucei brucei), P86926. TbREL1 RNA ligation. inhibition, % at 9.66 µM. actives 0.49% (n = 89,000). AID 1117264, 2014;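 active means inhibition above the mean inhibition across all screened compounds plus 3 SD, cut at about 11% in these data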;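 further: 0% = plate median of test wells and 100% = NSC42067 control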
# Target sequence (P86926 whole entry, looked up): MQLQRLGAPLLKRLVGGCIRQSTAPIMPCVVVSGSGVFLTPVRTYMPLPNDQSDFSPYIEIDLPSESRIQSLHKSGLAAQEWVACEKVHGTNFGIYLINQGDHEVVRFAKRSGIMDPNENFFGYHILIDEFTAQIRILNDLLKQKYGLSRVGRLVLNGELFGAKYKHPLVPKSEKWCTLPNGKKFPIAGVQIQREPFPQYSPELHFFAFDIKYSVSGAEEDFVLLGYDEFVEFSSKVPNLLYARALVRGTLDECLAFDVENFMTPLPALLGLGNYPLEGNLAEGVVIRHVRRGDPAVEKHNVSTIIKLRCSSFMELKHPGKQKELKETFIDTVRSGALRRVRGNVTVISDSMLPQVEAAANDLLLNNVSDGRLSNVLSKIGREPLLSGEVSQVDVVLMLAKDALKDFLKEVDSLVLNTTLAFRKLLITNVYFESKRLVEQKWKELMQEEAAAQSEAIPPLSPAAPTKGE
# * hit, by the source's call. Not all compounds are listed; the hit share may differ from the screen's.
SMILES,TbREL1 inh
CCc1noc(C)c1C(=O)NNC(=O)c1cc(OC)c(OC)c(OC)c1,-3
CCOC(=O)C(C)c1n[nH]c(=O)c2ccccc12 (configuration not stated),1
COc1ccc(-n2nc(C(=O)NCC(=O)NCc3ccc(F)cc3)c3ccccc3c2=O)c(OC)c1,-2
O=C(Nc1ccc2c(c1)OCO2)c1cncc(Br)c1,1
COC(=O)CSc1nc2ccc(NC(=O)c3ccccc3C(=O)N3CCOCC3)cc2s1,9
CC(C)(N[C@@H](Cc1c[nH]c2ccccc12)C(=O)NCCCc1ccccc1)C(=O)NCc1ccccc1,-7
CCCn1c(SCC(=O)Nc2nonc2C)nnc1-c1ccoc1C,-2
COc1ccc(C2/C=C\CN(S(=O)(=O)c3ccc(C)cc3)CC(=O)N2Cc2ccc(F)cc2)cc1 (configuration not stated),6
CSc1nnc(SCC(=O)Nc2ccc3[nH]c(=O)[nH]c3c2)s1,-1
Cc1ccc(S(=O)(=O)NNC(=O)C(=O)NNc2ccccn2)cc1,0
COc1ccc(NC(=O)Nc2cccnc2)cc1,-1
COc1ccc(OC)c(NC(=O)CN(c2ccc(C)cc2)S(=O)(=O)c2c(C)n[nH]c2C)c1,3
C#CCNc1cc(C)nc2ncnn12,0
Cc1ccc(C2Nc3ccccc3NC3=C2C(=O)OC(C)C3)cc1 (configuration not stated),-1
CC(C)Cn1c(N)c(C(=O)COC(=O)C2Cc3ccccc3CN2S(C)(=O)=O)c(=O)n(C)c1=O (configuration not stated),-3
CS(=O)(=O)n1nc(NCc2cccs2)nc1NCc1cccs1,-5
COc1cc(OC)cc(-c2c(-c3ccc(F)cc3)c3cc(-c4ccc(SC)cc4)ccc3n2C)c1,5
O=C(Cn1cc2c(n1)CCCC2)NCCCN1CCN(Cc2ccccc2)CC1,4
CCN(CC)CC(=O)Nc1cccc(S(=O)(=O)N2CCCC2)c1,1
OC(c1cc(Cl)cc(Cl)c1)c1ncc(-c2ccccc2F)[nH]1 (configuration not stated),5

# Reprinted from the part before: two entries, followed by the next part.
SMILES,TbREL1 inh
CCN(CC)CC(=O)Nc1cccc(S(=O)(=O)N2CCCC2)c1,1
OC(c1cc(Cl)cc(Cl)c1)c1ncc(-c2ccccc2F)[nH]1 (configuration not stated),5
NC(=O)c1ccsc1NC(=O)COC(=O)COc1ccc(C=O)cc1,5
CC(Sc1nnc(C2CC2)n1C1CC1)C(=O)NC1(C#N)CCCCC1 (configuration not stated),8
COc1ccccc1-c1coc2c(CN3C(C)CCCC3C)c(O)ccc2c1=O (configuration not stated),4
S=C(NCc1cccs1)Nc1cccc2ccccc12,-6
O=C1CCC[C@H]2[C@@H](Cc3ccccc3)[C@@H](O)CC[C@]23CCCN13,-3
O=C(O)Cn1cc(C(=S)N2CCOCC2)c2ccccc21,-1
COc1ccc(Cl)cc1NC(=O)CSc1nnc(C2CC2)n1N,5
CN(CC(=O)N1CCN(c2ncccn2)CC1)S(=O)(=O)c1ccc(Cl)cc1,5
CS(=O)(=O)c1ccccc1C(=O)Nc1cccc2ncccc12,2
Cc1nc(NCc2ccco2)[nH]c(=O)c1CCC(C)C,-1

# Exported with bars between the fields: 6 of the compounds above
Molecule | TbREL1 inh
S=C(NCc1cccs1)Nc1cccc2ccccc12 | -6
O=C1CCC[C@H]2[C@@H](Cc3ccccc3)[C@@H](O)CC[C@]23CCCN13 | -3
O=C(O)Cn1cc(C(=S)N2CCOCC2)c2ccccc21 | -1
COc1ccc(Cl)cc1NC(=O)CSc1nnc(C2CC2)n1N | 5
CN(CC(=O)N1CCN(c2ncccn2)CC1)S(=O)(=O)c1ccc(Cl)cc1 | 5
CS(=O)(=O)c1ccccc1C(=O)Nc1cccc2ncccc12 | 2

# (cont.)
SMILES,TbREL1 inh
C=CCNC(=O)C1CC2Cn3c(nc4cc5ccccc5cc43)C2N1C (configuration not stated),-2
O=C(NCCCn1ccnc1)c1ccccc1NS(=O)(=O)c1ccc(F)c(F)c1,-2
CCCn1c(=O)[nH]c(=O)c2c1nc(-c1cc([N+](=O)[O-])ccc1Cl)n2CCOC,3
O=C(CN1CCOCC1)Nc1scc(-c2ccccc2)c1C(=O)N1CCOCC1,0
O=C(CN1CCN(S(=O)(=O)c2ccccc2)CC1)Nc1ccc2c(c1)CCC2,6
Cc1c(C(=O)OC2CCC(C)CC2)[nH]c2c1C(=O)CCC2 (configuration not stated),2
Cc1c(NC(=O)COC(=O)CSc2ccc(C(N)=O)cc2[N+](=O)[O-])c(=O)n(-c2ccccc2)n1C,-1
CC(=O)Nc1c(C(=O)NCc2ccccc2)nnn1Cc1ccccc1,1
Cc1cc(=O)oc2cc(OCC(=O)NCc3ccccn3)ccc12,1
C[C@H](O)[C@@H]1C(=O)N2CCc3c([nH]c4ccccc34)[C@@H]2C[C@@H]1N(C)C(=O)Nc1ccc(F)cc1,-5
Cc1cccc(C)c1NC(=O)CN1CCN(C/C=C/c2ccccc2)CC1,-3
O=C(Nc1ccccc1N1CCCCC1)C1CC(=O)N(c2ccccc2F)C1 (configuration not stated),-1
Cc1cc(C)n(-c2ccc(C(=O)OCC(=O)Nc3ccccc3[N+](=O)[O-])cc2)n1,1
O=C1/C(=C/c2ccccn2)SC(=S)N1NS(=O)(=O)c1ccccc1,1
COc1ccc(S(=O)(=O)Cc2ccc(C(=O)N3CCN(Cc4ccccc4)CC3)o2)cc1,-2
O=C(CCC(=O)N1CCN(S(=O)(=O)c2ccccc2)CC1)NC1CCCc2ccccc21 (configuration not stated),-2
COC(=O)/C=C(\C)NC(=O)c1cccs1,4
O=C(C1=C(O)C(=O)N(c2ncccn2)C1c1cccc(Cl)c1)c1ccco1 (configuration not stated),3
CC1CCN(Cc2cc(=O)oc3cc(O)c(Cl)cc23)CC1,-2
CC(C)NC(=O)N(C)C[C@H]1Oc2ccc(NC(=O)Cc3ccccc3)cc2C(=O)N([C@H](C)CO)C[C@@H]1C,0
CNC(=O)c1c(Cl)cnn1-c1ccc(F)cc1,1
CCCCC[n+]1ccn(C2=C([O-])c3ccccc3C(=O)/C2=N\S(=O)(=O)c2ccc(Cl)cc2)c1,1
CN(NC1OC(=O)c2ccccc21)c1c([N+](=O)[O-])cc(C(F)(F)F)cc1[N+](=O)[O-] (configuration not stated),0
Cn1c(C=O)c(-c2ccc3cc[nH]c3c2)c2ccccc21,-1
O=C(CN1C(=O)c2ccccc2S1(=O)=O)Nc1ncccn1,1
COc1ccc(N/N=C(\C#N)C(=N)SCc2ccccc2)cc1,-6
COc1cc(NC(=O)[C@@H](NC(=O)c2ccco2)C(C)C)c(OC)cc1NC(=O)c1ccccc1,2
O=C(Oc1ccc(N(Cc2cccs2)C2=NS(=O)(=O)c3ccccc32)cc1)c1ccccc1,-1
COC(=O)[C@]1(C)N[C@H](CN(C)C(=O)Nc2ccc(F)cc2)[C@@H]2C(=O)N(C)C(=O)[C@@H]21,6
CC(C)Oc1ccc(CCNC(=O)C2CCC(=O)N(C3CCCCCC3)C2)cc1 (configuration not stated),-1
O=S(=O)(c1ccc2c(c1)OCCO2)N1CCN(S(=O)(=O)c2ccccn2)CC1,0
C=CCOc1c(Br)cc(CNc2ccc(NC(=O)C(C)C)c(OC)c2)cc1OC,-5
CN(C)c1ccc(-c2ccnc3c2CC(C)(C(=O)Nc2cccc(OC(F)(F)F)c2)O3)cc1 (configuration not stated),-1
CCOc1c(C)cc(-c2ncccc2O)cc1C,9
CCC(=O)c1ccccc1OCCCn1cncn1,0
COCCCn1c(SCC(=O)N2CCc3ccccc32)nnc1-c1ccco1,-3
COc1ccccc1NC(=O)CSc1nc(O)cc(=O)n1-c1ccccc1OC,-2
CSc1nc(NC(C)(C)C)nc(Oc2ccc(=O)[nH]n2)n1,3
CN1CCN(C(=O)C2=C[C@H](c3ccccc3)C[C@H](OCc3ccc(CO)cc3)O2)CC1,-1
Cc1cccc(NC(=O)c2cnc3sccn3c2=O)c1C,2
CN(CCO)c1cc(N(C)CCO)c([N+](=O)[O-])cc1[N+](=O)[O-],5
NC(=O)[C@H]1CC2(CC(c3cccc(NC(=O)CC(c4ccccc4)c4ccccc4)c3)=NO2)CN1C(=O)c1ccccc1C(=O)c1ccccc1 (some centres not stated),-1
COc1ccc(-c2cc(C(F)(F)F)n3ncc(C(=O)N4CCCCC4c4cccnc4)c3n2)cc1 (configuration not stated),-3
CCCC(=O)N1CCCC1(C)C(=O)Nc1ccc(OC(F)F)cc1 (configuration not stated),-3
CC(=O)Nc1cccc(OCC(=O)NS(=O)(=O)c2ccc(Cl)cc2)c1,-1
Cc1ccc(S(=O)(=O)NCC2CCCO2)cc1 (configuration not stated),-1
O=C(Cn1c(/C=C/c2ccccc2)nc2ccccc21)Nc1ccc(F)cc1,6
N#Cc1ccc(C(=O)NNC(=O)c2cccc(S(=O)(=O)N3CCOCC3)c2)cc1,6
Cc1ccc(S(=O)(=O)NCc2ccco2)cc1C(N)=O,0
CNC(=O)CN1C(=O)CSc2nc(C)cc(C)c21,3
# Remaining list, next part.
SMILES,TbREL1 inh
CCc1ccc(-n2c(SCc3c(C)noc3C)nnc2-c2ccncc2)cc1,2
CCCc1cc(=O)[nH]c(SCC(=O)Nc2ccc(Br)cc2)n1,-1
O=C(Nc1ncc([N+](=O)[O-])s1)C1CC(=O)N(c2ccc(F)cc2)C1 (configuration not stated),2
Cc1ccn2c(NC3CCCCC3)c(-c3cccc(SC4CCCCC4)c3)nc2c1,-4
O=C1CC(c2ccccc2)c2c(O)cc(O)cc2O1 (configuration not stated),-1
O=C(COC(=O)Cc1ccc(Cl)cc1)NCc1ccc(F)cc1,3
CCN(CCCC(=O)c1ccc(F)cc1)CCc1ccccc1,0
COc1ccc([N+](=O)[O-])cc1NS(=O)(=O)c1cc(C(=O)O)ccc1OC,0
CCOC(=O)Cc1c(C)c2ccc(N(CC)CC)cc2oc1=O,-2
COc1ccc(CC2(CO)CCN(Cc3ccc4c(c3)CCO4)CC2)cc1,2
CCOC(=O)N1CCN(S(=O)(=O)N2CCCC(C(=O)NCc3ccc(F)cc3)C2)CC1 (configuration not stated),6
C=CCN1C(c2cccc(C(F)(F)F)c2)=CS/C1=C(\C#N)c1nnc(N2CCOCC2)n1-c1ccccc1,-3
O=C(NCC1CCCO1)/C(=C\c1ccccc1)NC(=O)c1ccccc1 (configuration not stated),-2
COc1ccc(-c2cc(-c3ccccc3)c(C#N)c(SCC(=O)Nc3ncc(C)s3)n2)cc1,-1
Cc1cc(N/N=C/c2ccc(O)cc2O)nc(-n2nc(C)cc2C)n1,1
O=C(O)CCC(=O)Nc1ccc(Sc2ccc([N+](=O)[O-])cc2)cc1,0
CC(C)C[C@H]1CN([C@@H](CC(C)C)CN2CCCC2CN2C(=S)NC[C@@H]2Cc2ccc(O)cc2)C(=S)N1CCc1ccccc1 (some centres not stated),-3
Cc1cc(C)n2c(Br)c(CSc3nc4ccccc4o3)nc2n1,1
O=C(CCCn1nnc2ccccc2c1=O)N[C@H](C(=O)O)c1ccccc1,1
CC(Oc1ccccc1F)C(=O)NNC(=O)C1CC(=O)N(c2ccc3c(c2)OCCO3)C1 (configuration not stated),2
Oc1cccc(C(=S)N2CCCCC2)c1,-1
CS(=O)(=O)c1ccc(CNC(=O)C2(C(F)(F)F)C/C(=C\Cc3ccccc3)CCCO2)cc1 (configuration not stated),1
COc1ccc(-n2nc(C(=O)NCC(=O)N3CCCCCC3)c3ccccc3c2=O)c(OC)c1,-3
CC1(C(=O)Nc2ccc(F)c(Cl)c2)Cc2c(-c3cccc(C(N)=O)c3)ccnc2O1 (configuration not stated),-1
CC(=O)Oc1c(C)c2c3c(c1OC(C)=O)[C@@H](C)CC[C@@H]3[C@@H](C)C[C@H]2C=C(C)C,0
Cc1ccc(NC(=O)Cn2nnc(C(=O)NCc3ccc4c(c3)OCO4)c2N)cc1,-3
O=C(CSc1nnc(-c2ccccc2)o1)NC1CCCCC1,0
C=C1[C@@H](C)CN[C@@H]1CCO,5
Cc1c(C(=O)NCc2ccccc2C(F)(F)F)sc(=O)n1Cc1ccc(S(=O)(=O)N(C)C)cc1,0
COc1cc(C(=O)Oc2ccc(Br)cc2C(=S)N2CCOCC2)cc(OC)c1OC,-3
O=C(c1ccco1)N(Cc1cccnc1)C(c1ccccc1)c1nc2ccccc2[nH]1 (configuration not stated),3
CCOC(=O)C1CCCN(C(=O)c2ccc(CS(=O)(=O)c3ccc(Br)cc3)o2)C1 (configuration not stated),0
Cc1[nH]n(-c2ccc([N+](=O)[O-])cc2)c(=O)c1C=NCCN1CCN(C(=O)c2ccccc2)CC1,-3
Cc1ccc(CNC(=O)CN2C(=O)NC3(CC(C)CC(C)(C)C3)C2=O)cc1 (configuration not stated),6
COC(=O)C1=C(C)N(c2ccc(Br)cc2)C(=O)/C1=C\c1ccco1,5
CSc1ccccc1NC(=O)c1cc(Cl)sc1Cl,0
CCn1cc(C(=O)NC2CCCCC2C)c(=O)c2ccc(C)nc21 (configuration not stated),2
COC(=O)[C@]12CCCCC=C1N(CCC1=CCCCC1)C(=O)[C@H](CC(=O)N1CCCC1)C2,8
O=C(O)c1ccc2c(c1)C(=O)N(Cc1ccc3c(c1)OCO3)C2=O,0
COc1cccc(-c2nnc(SCC(=O)Nc3ccc(OCc4ccccc4)cc3)n2Cc2ccco2)c1,-1
Cc1cc(C)c2c(CN3CCN(Cc4ccccc4)CC3)cc(=O)oc2c1C,2
CCOc1cc(/C=N/NC(=O)CSc2nncn2C)ccc1OCc1cccc(C)c1,1

# Some of these compounds in order of number of heavy atoms, highest first.
SMILES,TbREL1 inh
COc1cccc(-c2nnc(SCC(=O)Nc3ccc(OCc4ccccc4)cc3)n2Cc2ccco2)c1,-1
O=C(c1ccco1)N(Cc1cccnc1)C(c1ccccc1)c1nc2ccccc2[nH]1 (configuration not stated),3
Cc1ccc(CNC(=O)CN2C(=O)NC3(CC(C)CC(C)(C)C3)C2=O)cc1 (configuration not stated),6
COC(=O)C1=C(C)N(c2ccc(Br)cc2)C(=O)/C1=C\c1ccco1,5

# Taken from above.
# TbREL1 inh with `CCC(=O)c1ccccc1OCCCn1cncn1` : 0
# TbREL1 inh with `Cc1ccc(S(=O)(=O)NCC2CCCO2)cc1` (configuration not stated) : -1
# TbREL1 inh with `CCc1noc(C)c1C(=O)NNC(=O)c1cc(OC)c(OC)c(OC)c1` : -3
# TbREL1 inh with `O=C(Nc1ccccc1N1CCCCC1)C1CC(=O)N(c2ccccc2F)C1` (configuration not stated) : -1
# TbREL1 inh with `COC(=O)C1=C(C)N(c2ccc(Br)cc2)C(=O)/C1=C\c1ccco1` : 5
# TbREL1 inh with `CSc1ccccc1NC(=O)c1cc(Cl)sc1Cl` : 0
